RNase H inhibition: RNase H inhibition, HIV 1 Gag Pol polyprotein, FRET biochemical assay, screening (AID 372); HIV-1 RT RNase H, FRET RNA/DNA substrate fluorescence; higher % means a stronger effect; inhibition, % at 10 µM; hits with a dose series show IC50 in µM; 0.77% of 100,000 active; in the data active = inhibition above about 50%
Starred values were filed as active, the others as inactive. Some of the compounds tested, so the mix of outcomes need not match the whole.

SMILES	RNase H inhibition
c1ccc(NNC2=Nc3ccccc3CC2)cc1	8%
CCOC(=O)C1=C(C)N=c2s/c(=C\c3ccc(OCc4ccccc4)c(OC)c3)c(=O)n2C1c1ccc(Cl)cc1 (stereo not drawn)	13%
COC(=O)c1c(C)c(-c2cccs2)nc2ccccc12	6%
O=C(NCCCO)/C(=C/c1ccc(-c2cccc([N+](=O)[O-])c2)o1)NC(=O)c1ccccc1	0%
COc1ccc(-c2csc(Nc3ncccn3)n2)cc1	19%
COc1ccc(CCNC(=O)c2ccc([N+](=O)[O-])c(C)c2)cc1OC	15%
COc1ccccc1/C=C1\N=C(SC)SC1=O	8%
CCOc1ccc(N(CC(=O)NCc2ccc(Cl)cc2)S(=O)(=O)c2ccc(SC)cc2)cc1	18%
COc1ccccc1NC(=S)NC(=O)c1cccc(F)c1	26%
CCOC(=O)C1=C(C)NC2=C(C(=O)CC(c3ccc(OC)cc3)C2)C1c1cccc(O)c1 (stereo not drawn)	11%
CCOc1ccc(NC(=O)CC2S/C(=N\N=C3/C=C(C)CC(C)(C)C3)NC2=O)cc1 (stereo not drawn)	10%
O=C(c1cccs1)N1CCN(c2cc(N3CCCC3)c(F)cc2[N+](=O)[O-])CC1	13%
CCC(C)OC(=O)C1=C(C)NC(=O)NC1c1ccc(F)cc1 (stereo not drawn)	6%
O=C(NN1C(=O)c2ccccc2C1=O)c1cccc(Cl)c1	5%
C=CCOC(=O)C1=C(C)NC(=O)NC1c1cccc(OCc2ccccc2)c1 (stereo not drawn)	8%
N/C(=N\OC(=O)CCc1ccccc1)c1cccnc1	6%
COc1cc2ccccc2cc1C(=O)Nc1ccc(S(=O)(=O)Nc2nc(C)cc(C)n2)cc1	6%
COc1cc(/C=C/C(=O)c2c(-c3ccccc3)c3cc(Cl)ccc3[nH]c2=O)cc(Br)c1OC	26%
O=C(Nc1ccc(-c2nc3ccccc3o2)c(O)c1)c1ccc(-c2ccc(Cl)cc2Cl)o1	13%
O=C(Nc1ccc(Cl)cc1)c1ccc(Br)c(S(=O)(=O)Nc2ccccc2)c1	47%
Cc1ccccc1OCC(=O)N=Nc1c(O)n(C)c2c(C)cc(Br)cc12	0%
COc1cccc(/C=C2/C(=O)NN(c3cccc(C(F)(F)F)c3)C2=O)c1	6%
O=C1CC(N2CCN(c3ccc(Cl)cc3)CC2)C(=O)N1CCc1ccccc1 (stereo not drawn)	16%
CCc1cc(=O)oc2cc(OC(C)=O)ccc12	3%
CCCCC1(c2ccccc2)NC(=S)N(c2ccc(C)cc2)N1 (stereo not drawn)	8%
COc1cc(C=Nc2cc([N+](=O)[O-])ccc2C)ccc1O	1%
CCn1c(-c2cccc(C)c2)n[nH]c1=S	8%
COc1cc(NC(=O)c2cc3ccccc3o2)ccc1NC(=O)c1ccco1	0%
COc1ccc(C=C2C(=O)N(C)C(=S)N(C)C2=O)c(C)c1	23%
Cc1ccc(NC(=S)NC(=O)c2ccco2)cc1	0%
CC(C)(C)NC(=O)c1cccc(C(=O)Nc2cccc(O)c2)c1	0%
CCOC(=O)CSc1nc2sc3c(c2c(=O)n1-c1ccccc1)CCN(C)C3	4%
COc1ccc(S(=O)(=O)N(CC(=O)N/N=C\c2cc(C)n(-c3cc(Cl)cc(Cl)c3)c2C)Cc2ccccc2)cc1	27%
CN1CCN(Cc2coc3c(Cl)cc(Cl)cc3c2=O)CC1	0%
COc1ccc(OC)c(N(CC(=O)NCc2ccc(Cl)cc2)S(C)(=O)=O)c1	10%
Cc1ccc2nc(NC(=O)C3CCCCC3C(=O)O)sc2c1 (stereo not drawn)	5%
Cc1ccc(N2C(=O)NC(=O)/C(=C\c3cccc(C(F)(F)F)c3)C2=O)cc1C	5%
COc1ccc(NC(=O)/C(C#N)=C\c2ccc(O)cc2)cc1	6%
COC(=O)C(CCSC)NC(=O)C12CC3CC(CC(C3)C1)C2 (stereo not drawn)	6%
O=C1N=C(N=Nc2c(O)[nH]c3ccccc23)S/C1=C/c1ccc(Br)cc1	10%
CCn1c2ccccc2c2cc(CNc3ccc(C)c(C)c3)ccc21	18%
C=CCC1(O)C(=O)N2C(=C1C(=O)N1CCCCC1)c1ccccc1CC2(C)C (stereo not drawn)	18%
CCCOC(=O)c1cccc(NC(=O)c2cccs2)c1	6%
O=C(Nc1ccc(-c2nnc(-c3ccccc3)o2)cc1)c1cccs1	9%
O=C(CC(=O)c1ccccc1)Nc1cccnc1	8%

19 consecutive compounds out of the list so far, quoted:
SMILES	RNase H inhibition
CCn1c(-c2cccc(C)c2)n[nH]c1=S	8%
COc1cc(NC(=O)c2cc3ccccc3o2)ccc1NC(=O)c1ccco1	0%
COc1ccc(C=C2C(=O)N(C)C(=S)N(C)C2=O)c(C)c1	23%
Cc1ccc(NC(=S)NC(=O)c2ccco2)cc1	0%
CC(C)(C)NC(=O)c1cccc(C(=O)Nc2cccc(O)c2)c1	0%
CCOC(=O)CSc1nc2sc3c(c2c(=O)n1-c1ccccc1)CCN(C)C3	4%
COc1ccc(S(=O)(=O)N(CC(=O)N/N=C\c2cc(C)n(-c3cc(Cl)cc(Cl)c3)c2C)Cc2ccccc2)cc1	27%
CN1CCN(Cc2coc3c(Cl)cc(Cl)cc3c2=O)CC1	0%
COc1ccc(OC)c(N(CC(=O)NCc2ccc(Cl)cc2)S(C)(=O)=O)c1	10%
Cc1ccc2nc(NC(=O)C3CCCCC3C(=O)O)sc2c1 (stereo not drawn)	5%
Cc1ccc(N2C(=O)NC(=O)/C(=C\c3cccc(C(F)(F)F)c3)C2=O)cc1C	5%
COc1ccc(NC(=O)/C(C#N)=C\c2ccc(O)cc2)cc1	6%
COC(=O)C(CCSC)NC(=O)C12CC3CC(CC(C3)C1)C2 (stereo not drawn)	6%
O=C1N=C(N=Nc2c(O)[nH]c3ccccc23)S/C1=C/c1ccc(Br)cc1	10%
CCn1c2ccccc2c2cc(CNc3ccc(C)c(C)c3)ccc21	18%
C=CCC1(O)C(=O)N2C(=C1C(=O)N1CCCCC1)c1ccccc1CC2(C)C (stereo not drawn)	18%
CCCOC(=O)c1cccc(NC(=O)c2cccs2)c1	6%
O=C(Nc1ccc(-c2nnc(-c3ccccc3)o2)cc1)c1cccs1	9%
O=C(CC(=O)c1ccccc1)Nc1cccnc1	8%

Remaining list, next part.
SMILES	RNase H inhibition
COc1ccc(N(Cc2ccc(C(=O)NC3CCCCC3)cc2)S(=O)(=O)c2ccccc2)cc1	8%
COc1ccc(OCCOc2ccc(C)cc2C(C)(C)C)cc1	28%
COc1cccc(OC)c1OCCOc1cc(C)ccc1C	19%
COc1ccccc1C/C(N)=N/OC(=O)c1cccc(Br)c1	11%
Cc1cc(C)c(NC(=O)COc2ccc(Cl)cc2)c(C)c1	11%
CCOC(=O)c1ccc(Nc2ncnc3ccc(C)cc23)cc1	6%
O=C(O)c1cc(-c2cccs2)nc2ccc(Br)cc12	11%
CC1CN(C(=O)c2ccc(C(C)(C)C)cc2)CCN1C(=O)c1ccc(C(C)(C)C)cc1 (stereo not drawn)	9%
CCOc1ccc(N2C(=O)CC(C(C)c3ccccc3)C2=O)cc1 (stereo not drawn)	7%
COc1ccc(/C=N/S(=O)(=O)c2cccs2)cc1OC	20%
CC1CCCCC1NC(=O)/C(C#N)=C/c1ccc(-c2ccc(Cl)c([N+](=O)[O-])c2)o1 (stereo not drawn)	5%
CC(C)OC(=O)NC(Nc1ccccc1C(=O)O)(C(F)(F)F)C(F)(F)F	2%
COc1ccc(C(=O)Nc2ccc(-c3nc4cc(C)ccc4o3)cc2)cc1Br	23%
N#C/C(=C/c1ccc(OCc2ccc(C(=O)O)cc2)cc1)C(=O)NCc1ccccc1	9%
O=[N+]([O-])c1cccc(C2N(c3ccccc3)CCN2c2ccccc2)c1	6%
COc1cccc(/C=C2/SC(=S)N(CCC(=O)N3c4ccccc4Sc4ccc(Cl)cc43)C2=O)c1	13%
CCc1ccc(C2C(C#N)=C(SCC(=O)c3ccc(Cl)c(Cl)c3)NC(C)=C2C(C)=O)cc1 (stereo not drawn)	35%
FC(F)(F)c1ccc2nnc(-c3c(Cl)cccc3Cl)n2c1	11%
CC(C)(C)c1ccc(/C=N/NC(=O)CCSc2ccc(Cl)cc2)cc1	11%
O=C1NC(=O)N(c2ccc(Cl)cc2)C(=O)/C1=C/c1ccc(Br)s1	6%
O=C(Nc1ccccc1)c1ccc(S(=O)(=O)N2CCCc3ccccc32)cc1	15%
COc1ccc2ccccc2c1/C=C1\SC(=Nc2cccc(Cl)c2C)NC1=O	35%
COc1cc(Br)cc(/C=N/NC(=O)c2cncc(Br)c2)c1O	0%
CC1=C(C(=O)OC2CCCC2)C(c2ccc(Cl)cc2)NC(=O)N1 (stereo not drawn)	11%
CC(C)(C)c1ccc(S(=O)(=O)NNc2ccccc2)cc1	13%
Cc1ccc(S(=O)(=O)N(C)Cc2ccccc2)cc1[N+](=O)[O-]	0%
CCOc1ccc(CN2CCN(C(=O)c3ccc(-c4ccccc4)cc3)CC2)cc1	14%
O=C(CN1CCCCCC1)N/N=C/c1ccc(Cl)c(Cl)c1	22%
COC(=O)C1=C(C)NC2=C(C(=O)CC(c3ccc(Cl)cc3)C2)C1c1cccc(Cl)c1 (stereo not drawn)	23%
Cc1c(Cl)cccc1NS(=O)(=O)c1cc(Cl)ccc1Cl	16%
Cc1ccc(NC(=O)CCC(=O)N(CC(N)=O)CC(N)=O)cc1	6%
CCCCCC1CCC(C2CCC(C(=O)O)CC2)CC1 (stereo not drawn)	13%
COC(=O)C1=C(C)NC(=O)CC1c1ccc(Cl)cc1Cl (stereo not drawn)	3%
COc1cccc(NC2=C(Cl)C(=O)N(c3cccc(C(F)(F)F)c3)C2=O)c1	13%
O=C1NCC2=C1C(c1ccccc1O)Nc1ccccc1N2 (stereo not drawn)	0%
COc1cc(/C=C2\C(=O)NC(=O)N(c3cccc(Br)c3)C2=O)cc(Cl)c1O	17%
O=C1NN(c2ccc(Cl)c(Cl)c2)C(=O)/C1=C/c1ccc2c(c1)OCO2	20%
CN1CCN(NC(=O)COc2ccc(Cl)cc2)CC1	13%
O=C1NC(=O)/C(=C\c2ccc(-c3cccc([N+](=O)[O-])c3)o2)S1	33%
c1ccc2c(c1)Nc1nc3ccccc3nc1O2	0%
Cc1ccc(/C=C2\C(=O)NC(=S)N(c3ccc(Br)cc3)C2=O)o1	32%
COc1ccc(NC(=O)/C(C#N)=C/c2ccco2)cc1	9%
CCC1=NN(C(=O)c2cccc([N+](=O)[O-])c2)C(O)(c2ccncc2)C1 (stereo not drawn)	15%
CCOc1cccc(NC(=O)/C(C#N)=C\c2cc(C)n(-c3cccc(C(=O)O)c3)c2C)c1	7%
CC(C)(C)NCCn1c(-c2ccc(Br)cc2)cn2c3ccccc3nc12	0%
O=C(CCc1ccc(Oc2cc([N+](=O)[O-])cc([N+](=O)[O-])c2)cc1)NCc1cccs1	7%
CCOC(=O)Cn1c(-c2ccccn2)nc2ccccc21	0%
CCOC(=O)C1=C(C)N=c2s/c(=C/c3ccc(-c4cccc([N+](=O)[O-])c4)o3)c(=O)n2C1c1ccccc1OC (stereo not drawn)	17%
CSCCOC(=O)COc1ccc(/C=N/NC(=O)c2ccc(N(C)S(=O)(=O)c3ccccc3)cc2)cc1	27%
CCOC(=O)c1sc(NC(=O)c2ccc(C(C)C)cc2)nc1C	9%
COc1cccc(N2C(=O)/C(=C/c3ccc(Br)cc3)SC2=S)c1	11%
Cc1nnc(C)n1/N=C/c1ccc(O)c(O)c1	44%
CC(=O)Nc1ccc(N(CC(O)Cn2c3ccc(Cl)cc3c3cc(Cl)ccc32)S(=O)(=O)c2ccc(C)cc2)cc1 (stereo not drawn)	7%
CCCCNC(=S)Nc1ccc(C)cc1	7%
CC(/C=N/NC(=O)/C(=C\c1ccc2c(c1)OCO2)NC(=O)c1ccccc1)=C\c1ccccc1	23%
Cc1ccc(C(=O)c2oc3ccc4c(C)cc(=O)oc4c3c2-c2ccccc2)cc1	13%
COc1c(Cl)cc(C(=O)Nc2cccc(-c3nc4ccccc4s3)c2C)cc1Cl	9%
COc1ccc(CN2CCN(Cc3cc(OC)c(OC)cc3[N+](=O)[O-])CC2)c(OC)c1	12%
COc1ccc(OC)c(N2C(=O)CCC2=O)c1	5%
CCOC(=O)N/N=C(\C)c1ccccn1	1%
The list goes on:
SMILES	RNase H inhibition
CCOC(=O)/C(C#N)=C\c1cn(CCC#N)nc1-c1ccc(C)o1	5%
Cc1cc(Cl)ccc1OCCCC(=O)Nc1cccc(Br)c1	18%
CCOC(=O)C1=C(O)/C(=C\c2ccc([N+](=O)[O-])cc2)N=C1C	4%
CCn1c2c(c3cc(C(C)(C)C)ccc31)CCCC2=O	20%
COc1ccc(C(=O)O/N=C2/CCCc3c2ccc(OC)c3C)cc1[N+](=O)[O-]	0%
Cc1c(Cl)cccc1N=C1NC(=O)/C(=C/c2ccc3c(c2)OCO3)S1	26%
CCOC(=O)C1=C(C)NC(=O)NC1c1cn(-c2ccccc2)nc1-c1cccc([N+](=O)[O-])c1 (stereo not drawn)	8%
Cc1nn(C(=O)c2cccnc2)c(C)c1Sc1ccc([N+](=O)[O-])cc1	45%
O=C(NN1C(=O)/C(=C/c2cccc(F)c2)SC1=S)c1ccncc1	12%
COc1ccc(C(=O)N=Nc2c(O)n(Cc3ccccc3)c3ccc(Br)cc23)cc1OC	11%
O=C(NCCO)C(=O)Nc1ccc(Oc2ccccc2)cc1	6%
COc1ccc(-c2cc(C(=O)O)c3cc(C)ccc3n2)cc1	4%
Brc1cccc(-c2nnc(-c3ccc4c(c3)OCO4)o2)c1	14%
O=C1NC(=S)S/C1=C/c1cccc(Oc2ccc([N+](=O)[O-])cc2[N+](=O)[O-])c1	14%
O=C(Nc1cccc2ccccc12)C1C2C3CCC(C3)C12 (stereo not drawn)	11%

A few values from the entries so far.
O=C(NN1C(=O)/C(=C/c2cccc(F)c2)SC1=S)c1ccncc1 – RNase H inhibition = 12%
CCOC(=O)C1=C(O)/C(=C\c2ccc([N+](=O)[O-])cc2)N=C1C – RNase H inhibition = 4%

(listing goes on)
SMILES	RNase H inhibition
COCCOC(=O)c1ccc(NC(=O)COc2ccc(Cl)cc2Cl)cc1	21%
O=C(CN1C(=O)c2ccccc2C1=O)Nc1nc(-c2ccccc2)cs1	11%
COc1ccc2oc(/C=C/N(C)C)c(C(=O)c3ccc(Cl)cc3)c2c1	20%
COc1ccc2occ(C(C)=O)c2c1	4%
O=C(NC(=S)Nc1cccc(-c2nc3cc(Cl)ccc3o2)c1)c1ccc(F)cc1	57%*
CN(C)c1ccc(/C=N/N=C2/NC(=O)C(c3ccccc3)(c3ccccc3)S2)cc1	13%
Cc1c(Cl)cccc1N=C1NC(=O)/C(=C/c2cccc(O)c2)S1	16%
